Arr AP2 block – blocks beta-arrestin peptide binding to AP2 adaptin | FITC-arrestin peptide / GST-AP2 beads, flow cytometry; AP2 beta2 appendage carries R879A mutation | inhibition, % at 10 µM | 340,000 tested, 0.31% active;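 active means inhibition above a set limit, near 3 SD of compounds lacking own fluorescence, cut at about 54% in these data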;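 further: plate controls were DMSO wells for no effect and 5 µM unlabelled arrestin peptide for full effect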
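System: GST-AP2 R879A glutathione beads; medium: PBS, Tween 20 0.05%, BSA 0.1%; reagent: fluorescein-tagged arrestin peptide at 50 nM final; schedule: pre-incubation 12 min, peptide binding 1 h, room temperature; detection: flow cytometry, FL1 (488/535 nm); read-out: inhibition as reduced fluorescein signal on beads, percent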
SR-BI DiI-HDL act – activators of SR-BI mediated HDL lipid uptake. CHO ldlA[mSR-BI] cells, DiI-HDL uptake fluorescence, 3 h; 100 = double the neutral-control signal. activation, % at 12.5 µM. 320,000 tested, 0.096% active;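 active means mean replicate activation of at least 60% and every replicate at or above 60%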;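 further: 0% = median plate neutral-control signal and 100% = twice that signal; values of inactives mirror those of a sister screen read the other way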
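material = CHO ldlA[mSR-BI] cells | medium = Ham's F12 with 0.5% BSA, HEPES 25 mM, pH 7.4 | reagent = fluorescent DiI-HDL, 10 µg/mL final | compound dosing = single-point compound dose | incubation = 3 h, 37 °C | measured by = bottom-read fluorescence, 550/595 nm | measure = HDL uptake via cellular fluorescence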
SUMO Mot1 rescue – inhibitors of SUMOylation pathway: yeast Mot1-301 growth rescue; S. cerevisiae Mot1-301 growth rescue, ATP luminescence, 38.5C; percent above DMSO median, 100 means doubled; growth rescue, % at 18.8 µM; AID 2716; 320,000 tested, 1% active;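 active means every valid replicate shows activation above 250% relative to neutral control wells; inactive means the rest, any valid replicate at or below 250%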;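 further: OY570 slx delta 5 strain wells were the positive control but not used for scaling; some compounds called inactive have numbers as strong as hits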
MITF TRPM1 HTS – MITF TRPM1 promoter activation in melanoma cells. SK-MEL-5 TRPM1-promoter luciferase, 24 h; % of positive control, neutral wells = 0. activation, % at 12.5 µM. 300,000 tested, 0.75% active. AID 588334;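 active means mean activation of at least 80% with every replicate also reaching 80%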;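 further: 0% = neutral control wells and 100% = parthenolide positive control wells; values of inactives mirror those of a sister screen read the other way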
PKA-R2B activ – activators of human PKA-R2B complex; P22694+P31323; PKA-R2B holoenzyme dissociation, Cy5-IP20 fluorescence polarization; R2B truncated from residue 108, S112A mutant; 0% DMSO only, 100% 113 µM cGMP; 340,000 tested, 0.079% active; activation, % at 11.4 µM; AID 504700;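 active means activation above a cutoff set at the mean over all compounds plus 3 SD, cut at about 18% in these data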;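 further: higher means more holoenzyme dissociation and a rise in polarization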
Target sequence (P31323 whole entry, looked up, other chains not shown, the tested form may be a part): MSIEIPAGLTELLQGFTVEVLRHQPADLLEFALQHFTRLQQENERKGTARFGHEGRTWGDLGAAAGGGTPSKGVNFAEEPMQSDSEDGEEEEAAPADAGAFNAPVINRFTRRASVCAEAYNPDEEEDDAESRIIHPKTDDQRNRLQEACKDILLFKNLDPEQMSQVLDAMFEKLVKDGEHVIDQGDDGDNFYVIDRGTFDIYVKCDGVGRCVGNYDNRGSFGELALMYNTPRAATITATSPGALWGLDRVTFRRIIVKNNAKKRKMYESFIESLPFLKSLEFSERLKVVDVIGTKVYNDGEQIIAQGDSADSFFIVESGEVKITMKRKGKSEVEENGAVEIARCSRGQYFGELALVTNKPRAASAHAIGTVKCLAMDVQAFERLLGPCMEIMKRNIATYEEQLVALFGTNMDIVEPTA
NSD2 HMT inh – NSD2 (human) methyltransferase inhibition; NSD2 peptide methylation, AlphaScreen, 120 min; inhibition, % at 12.5 µM; 310,000 tested, 0.54% active; in the data active means inhibition above about 50%
CDK5 inh – inhibitors of human CDK5/p35 kinase; inhibition, % at 10 µM; Recombinant CDK5/p35, ADP-Glo luminescence, 60 min; 330,000 tested, 0.01% active; AID 488839;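 active means highest replicate inhibition of at least 50% and at least 75% of replicates reaching 50%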;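 further: plate controls were DMSO neutral control for no effect and GW8510 at 10 µM for full effect; many of its hits are not listed in these tables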
DSG3 Ab inh – blocks pemphigus antibody binding to human desmoglein-3; binding (percent of control), % at 10 µM; 310,000 tested, 0.48% active; DSG3-coupled beads, scFv-anti-DSG3-GFP binding, flow cytometry; stronger effect = lower value;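 active means binding more than 3 SD below its plate's average and above zero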;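 further: hits lower antibody fragment binding to DSG3; some compounds called inactive have numbers as strong as hits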
SR-BI HDL uptake – inhibitors of mouse SR-BI mediated HDL lipid uptake; Q61009; ldlA[mSR-BI] CHO cells, DiI-HDL uptake fluorescence, 3 h; inhibition, % at 12.5 µM; 320,000 tested, 0.96% active; AID 488896;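 active means mean replicate inhibition of at least 70% and a set share of replicates each scoring 70 or more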;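 further: 0% = median of neutral control wells and 100% = median of positive control wells; values of inactives mirror those of a sister screen read the other way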
PKA-R1A act – activates the PKA-R1A holoenzyme complex | PKA-R1A dissociation, Cy5-IP20 fluorescence polarization; scaled: DMSO 0%, 113 µM cGMP 100% | 340,000 tested, 0.083% active | activation, % at 11.4 µM | P00514+P68181;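 active means percent activation above the mean of all tested compounds plus 3 SD, cut at about 19% in these data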;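 further: higher means more PKAc released from R1A so a rise in polarization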
dFosB activator – mouse delta FosB homodimer activation. purified delta FosB, TAMRA-CDK5 oligo fluorescence polarization; percent of positive-control signal above neutral wells. activation, % at 25 µM. 340,000 tested, 0.99% active;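 active means mean activation above about 17%, with every replicate also reaching it, limit read from the data, passing the limit was not always enough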;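 further: fluorescence polarization rise as delta FosB binds a TAMRA Cdk5 AP-1 oligo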
Target sequence (P13346 whole entry, looked up): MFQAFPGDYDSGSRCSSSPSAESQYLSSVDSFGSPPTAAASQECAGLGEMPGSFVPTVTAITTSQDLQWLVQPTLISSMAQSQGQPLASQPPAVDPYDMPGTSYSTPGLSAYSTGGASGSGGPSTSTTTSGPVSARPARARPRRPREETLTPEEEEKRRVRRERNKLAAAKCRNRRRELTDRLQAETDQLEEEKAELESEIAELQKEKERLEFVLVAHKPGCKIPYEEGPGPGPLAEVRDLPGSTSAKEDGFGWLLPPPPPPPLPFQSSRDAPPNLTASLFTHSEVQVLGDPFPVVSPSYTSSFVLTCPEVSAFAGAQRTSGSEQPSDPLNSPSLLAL
The depositor's hits bear a star; / = not tested or not shown.

#	smiles	Arr AP2 block	SR-BI DiI-HDL act	SUMO Mot1 rescue	MITF TRPM1 HTS	PKA-R2B activ	NSD2 HMT inh	CDK5 inh	DSG3 Ab inh	SR-BI HDL uptake	PKA-R1A act	dFosB activator
1	Cc1ccc(NC(=O)NC(=O)N(C(C)C)S(=O)(=O)c2ccc(C)cc2)cc1	-7	-6	/	20	-6	-1	-0.3	97	6	-4	4
2	O=C(c1cc(-c2ccc(F)cc2)on1)N1CCCC1	1	29	16	10	5	-2	0.9	102	-29	0	3
3	Cc1ccccc1NC(=O)C(=O)NC(C)CCc1ccccc1 (configuration not stated)	-5	11	-5	-7	-12	1	-2.2	126	-11	-1	-1
4	CCc1ccc(CN2CC(C(=O)O)CC2=O)cc1 (configuration not stated)	-5	2	1	12	2	-3	-6.1	107	-2	5	1
5	O=C1COc2ccc(C(=O)C[n+]3cccc(O)c3)cc2N1	8	7	21	4	-6	0	-0.3	91	-7	-2	3
6	O=C(COC(=O)c1cncc(Br)c1)NC1CCCCCC1	-11	28	-10	-2	3	3	0.6	98	-28	0	-4
7	COc1ccc(Nc2cc(C)nc(N3CCN(C(=O)c4ccc5c(c4)OCO5)CC3)n2)cc1	-5	4	-1	4	7	-1	1.4	99	-4	9	-10
8	CC(Cc1cccs1)NC(=S)Nc1ccc(Cl)c(Cl)c1 (configuration not stated)	6	-8	7	-1	-8	-7	0.5	97	8	-12	-7
9	O=C(NCC1CCCO1)c1cccc(NC(=O)c2cccs2)c1 (configuration not stated)	1	-14	-2	-7	-7	1	0.1	/	14	-4	-3
10	Cc1c(Cl)c(C(F)F)nn1CC(=O)NC1C(=O)N2C(C(=O)O)=C(CSc3nnnn3C)CSC12 (configuration not stated)	-4	8	/	4	-4	5	-7.4	100	-8	-6	5
11	CC(=O)c1ccc(NC(=S)N(Cc2ccccc2)C(C)C2CC2)cc1 (configuration not stated)	20	-7	-7	5	2	-1	-3.4	107	7	-7	-21
12	COc1ccc(N(CC(=O)NCCc2cccc(C)c2)S(=O)(=O)c2c(C)noc2C)cc1	6	1	-13	15	-1	-2	1.4	/	-1	-4	-10
13	O=C(NCc1ccccn1)c1cn(-c2ccccc2)nc1-c1ccc(Cl)cc1	6	7	19	-1	-8	-1	-0.3	100	-7	-8	-7
14	CCC(CC)C(=O)c1c[nH]c(C(=O)NCc2ccccn2)c1	-8	18	-13	12	-4	1	-2.3	114	-18	-7	-2
15	O=C1N/C(=C\c2ccc(O)cc2)C(O)=C1C=NCc1ccccc1	5	/	-4	16	-6	0	8.0	104	/	-13	-4
16	O=C(CCc1ccccc1)NNC(=O)Nc1ccc(Br)cc1	23	14	20	25	-9	1	-1.1	103	-14	-3	-5
17	COc1cc2c(cc1NC(=O)COC(=O)[C@@H](NC(=O)c1ccccc1)C(C)C)oc1ccccc12	-8	-14	8	18	-3	5	1.9	106	14	-5	-2
18	COc1ccc(Nc2ncnc3sccc23)c(OC)c1	10	-12	60	5	0	1	1.5	103	12	1	10
19	O=C(Cn1c(=O)cnc2ccccc21)NCC(=O)Nc1ccc(F)c(F)c1	3	-3	3	-8	-12	0	2.5	100	3	-2	2
20	O=C(O)c1ccc(N/N=C/c2c[nH]c3ccccc23)cc1	4	27	-7	-55	7	2	2.0	111	-27	-8	-7
21	Cc1ccc(C(=O)NNC(=O)c2ccc(C)cc2)cc1	-13	18	-9	17	5	1	-0.5	107	-18	1	2
22	N=C1C(c2ccccc2)=C(O)CN1NC(=O)c1ccccc1	3	13	/	-9	5	5	1.4	113	-13	-4	1
23	Cc1ccc(-c2noc(CN(C(=O)CCCN3C(=O)c4ccccc4C3=O)C(C)C)n2)cc1	29	-5	-8	-4	-2	0	0.3	/	5	0	-10
24	O=C(CNC(=O)OCc1ccccc1)Nc1ccc(F)cc1	-7	-4	-1	-5	-5	2	0.0	86	4	-5	-3
25	CCN(C(=O)COC(=O)C12CC3CC(CC(NC(C)=O)(C3)C1)C2)C1CCCCC1	3	4	/	8	-3	4	0.4	101	-4	-4	-9

One compound at a time, from the list above. Screens in order: Arr AP2 block | SR-BI DiI-HDL act | SUMO Mot1 rescue | MITF TRPM1 HTS | PKA-R2B activ | NSD2 HMT inh | CDK5 inh | DSG3 Ab inh | SR-BI HDL uptake | PKA-R1A act | dFosB activator
CCN(C(=O)COC(=O)C12CC3CC(CC(NC(C)=O)(C3)C1)C2)C1CCCCC1 as listed: 3 | 4 | / | 8 | -3 | 4 | 0.4 | 101 | -4 | -4 | -9
O=C(CNC(=O)OCc1ccccc1)Nc1ccc(F)cc1 as listed: -7 | -4 | -1 | -5 | -5 | 2 | 0.0 | 86 | 4 | -5 | -3

(listing goes on)
#	smiles	Arr AP2 block	SR-BI DiI-HDL act	SUMO Mot1 rescue	MITF TRPM1 HTS	PKA-R2B activ	NSD2 HMT inh	CDK5 inh	DSG3 Ab inh	SR-BI HDL uptake	PKA-R1A act	dFosB activator
26	O=C(NC1CCCCC1)c1ccccc1NC(=S)NC(=O)C1CCC1	26	21	-11	-7	-5	1	0.6	105	-21	-1	8
27	O=C(COc1ccccc1Cl)c1ccc[nH]1	-15	-8	788*	44	1	-4	-0.8	96	8	-14	-6
28	COc1ccc(N2CCN(C(=O)c3ccc(S(=O)(=O)N4CCCCCC4)cc3)CC2)cc1	34	-6	/	6	-4	4	0.7	95	6	1	-9
29	C=CCNC(=S)N1CCN(c2ccccc2Cl)CC1	4	4	112	5	4	1	-0.4	96	-4	-2	1
30	CCOc1ccc(S(=O)(=O)Nc2cccc(C(=O)N(C)Cc3cccc(OC)c3OC)c2)cc1	-4	13	-9	-2	-5	-4	2.4	/	-13	-4	-5
31	CC(C)(C)c1ccc(-c2nc(C#N)c(N3CCC(C(N)=O)CC3)o2)cc1	5	21	168	7	-11	10	5.8	106	-21	-1	-12
32	Cc1csc(NS(=O)(=O)c2cccc([N+](=O)[O-])c2)n1	36	30	6	2	-5	5	1.2	102	-30	-6	-5
33	CCOc1ccc(N2C(=O)CC(N(CCc3ccc(OC)cc3)C(=O)c3cccc(F)c3)C2=O)cc1 (configuration not stated)	4	19	10	-4	0	2	0.3	105	-19	-8	-6
34	Cc1ccc(NS(=O)(=O)c2cc(C(=O)Nc3cccc([N+](=O)[O-])c3)ccc2C)cc1	18	-58	476*	5	-19	-1	0.2	111	58	-13	3
35	CCN1C(=O)C2(C(C(=O)c3ccc(C)o3)=C(O)C(=O)N2CCCN2CCOCC2)c2ccccc21 (configuration not stated)	-8	25	21	16	-10	-2	2.9	87	-25	-7	-1
36	C[C@@H](CO)NC(=O)c1ccc2c3n(nc2c1)-c1ccc(Cl)cc1CO3	-13	-33	15	102*	-3	/	-1.5	108	33	-3	9
37	CCCCn1c(N)c(NCCC(C)C)c(=O)[nH]c1=O	-2	33	0	-7	1	5	0.7	109	-33	-9	-2
38	C/C(=N\Nc1nc(N)cc(Cl)n1)c1ccc(Cl)c(Cl)c1	5	-9	6	13	-3	1	-0.7	98	9	-10	9
39	CC(C)CC(=O)N[C@H](C(=O)N[C@H](C(=O)N[C@@H](CC(C)C)[C@@H](O)CC(=O)N[C@@H](C)C(=O)N[C@@H](CC(C)C)[C@@H](O)CC(=O)O)C(C)C)C(C)C	0	7	/	8	7	/	-1.1	107	-7	0	3
40	COc1ccc(CN2CCC(C(=O)c3ccc(F)cc3)CC2)cc1	-19	16	31	12	-10	-1	-0.6	108	-16	-10	-7
41	Cn1c(=O)c2cc(S(=O)(=O)NC(C(=O)NC3CCCCC3)c3ccccc3)ccc2n(C)c1=O (configuration not stated)	1	-2	/	-9	-12	/	0.3	99	2	-6	6
42	Cc1ccc(C(=O)NNC(=O)c2cc(OCC(F)(F)F)ccc2OCC(F)(F)F)cc1	-7	-11	/	-7	-8	29	-1.9	106	11	-1	0
43	CCCC(=O)NC(c1ccco1)c1cc(Cl)c2cccnc2c1O (configuration not stated)	3	15	-9	-5	-9	1	-0.2	102	-15	-10	-12
44	CCN(CC)S(=O)(=O)c1ccc(C(=O)NCCN2C(=O)S/C(=C\c3cccnc3)C2=O)cc1	24	-5	-3	9	1	-3	4.0	101	5	-12	-15
45	COc1ccc(C(=O)NC(C)CCc2ccccc2)c(O)c1 (configuration not stated)	-21	10	242	14	-7	-11	0.2	117	-10	-9	-9
46	COC(=O)/C=C/c1ccc(-n2cncn2)cc1	0	12	-2	5	-5	-1	-0.9	91	-12	-9	-2
47	Nc1c(N(CCC2=CCCCC2)C(=O)Cc2ccccc2F)c(=O)[nH]c(=O)n1Cc1ccccc1	-3	-2	-8	4	3	46	-1.0	/	2	-11	-5
48	COc1cc(OC)cc(C(=O)N2CCN(c3ncccn3)CC2)c1	1	17	7	/	3	-1	-0.1	99	-17	-12	0
49	Cc1ccc(CNC(=O)CN2CCN(Cc3ccc(Cl)cc3)C2=O)cc1	-10	31	-1	-10	8	1	0.9	107	-31	3	6
